M1 antag: blocks human M1 muscarinic receptor; P11229; CHO-K1 hM1, Fluo-8 calcium fluorescence, ACh EC80 antagonist; inhibition, % at 3 µM; 360,000 compounds, 1.3% hits;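 active = percent inhibition above its own plate's cutoff, namely the mean of that plate's compound wells plus 3 SD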;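 note: peak over basal fluorescence ratio during 140 s after agonist addition; 0% = ACh EC80 plus DMSO and 100% = DMSO alone without agonist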
Target sequence (P11229 whole entry, looked up): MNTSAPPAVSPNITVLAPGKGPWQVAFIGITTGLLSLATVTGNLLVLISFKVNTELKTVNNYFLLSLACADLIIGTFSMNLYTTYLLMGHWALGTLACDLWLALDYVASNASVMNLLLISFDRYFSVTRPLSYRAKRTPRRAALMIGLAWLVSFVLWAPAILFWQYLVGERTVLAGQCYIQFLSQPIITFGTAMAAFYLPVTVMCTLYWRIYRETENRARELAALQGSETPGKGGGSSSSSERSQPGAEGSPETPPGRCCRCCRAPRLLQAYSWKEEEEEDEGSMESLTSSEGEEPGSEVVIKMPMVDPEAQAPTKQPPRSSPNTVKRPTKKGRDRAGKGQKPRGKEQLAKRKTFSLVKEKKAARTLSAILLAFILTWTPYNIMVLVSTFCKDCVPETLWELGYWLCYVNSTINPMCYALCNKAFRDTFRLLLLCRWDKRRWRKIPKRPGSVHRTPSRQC
M1 ag parental: counter-screen for M1 agonists: effect in parental CHO-K1 cells; activation, % at 3 µM; AID 602248; Fluo-8 calcium fluorescence; scaled to maximal ATP response, vehicle zero; 360,000 compounds, 0.48% hits; in the data active = activation above about 15%;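 note: untransfected CHO-K1 host cells lacking M1 receptor as counterscreen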
CHO parental Ca: signal in parental CHO cells, OX1R antagonist counter-screen; parental CHO-K1, ATP-induced calcium, Fluo-8 fluorescence; inhibition, % at 5.6 µM; 330,000 compounds, 0.63% hits;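 active = inhibition above that plate's mean sample inhibition plus 3 SD, cut at about 26% in these data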;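 note: 0% = ATP-challenged DMSO wells and 100% = DMSO wells without ATP; some compounds past the cut are filed as inactive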
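Test system: parental CHO cells; detection: calcium-sensitive Fluo-8 fluorescence; evaluation: percent inhibition of calcium signal; also added: ATP as calcium-mobilizing challenge; repeats: one well per compound; control set: ATP-challenged DMSO wells low, unchallenged DMSO wells high; compound: single nominal dose of 5.6 µM per compound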
TAAR1 ag: agonists of human TAAR1. Q96RJ0. CHO RD-HGA16 TAAR1, Fluo-8 calcium fluorescence; vehicle wells 0%, saturating PEA agonist 100%. activation, % at 3 µM. 360,000 compounds, 0.99% hits;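 active = activation above the mean activation of all test compounds in the run plus 3 SD, cut at about 38% in these data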
Target sequence (Q96RJ0 whole entry, looked up): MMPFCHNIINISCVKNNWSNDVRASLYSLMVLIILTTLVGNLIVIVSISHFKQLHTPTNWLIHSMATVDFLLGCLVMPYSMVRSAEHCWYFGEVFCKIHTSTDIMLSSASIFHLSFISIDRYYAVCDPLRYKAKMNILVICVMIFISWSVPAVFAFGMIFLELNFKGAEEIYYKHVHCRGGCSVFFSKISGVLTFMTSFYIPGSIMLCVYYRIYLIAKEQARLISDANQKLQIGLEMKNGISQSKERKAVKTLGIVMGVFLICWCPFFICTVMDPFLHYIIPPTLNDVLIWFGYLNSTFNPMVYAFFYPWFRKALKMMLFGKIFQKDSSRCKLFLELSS
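System: CHO-derived RD-HGA16 cells with stable Gα16 and human TAAR1. Times: 17-24 h plating, Fluo-8 75 min 37 °C, 30 min RT. Measured by: calcium-sensitive Fluo-8 signal, excitation 470-495, emission 515-575 nm. Read-out basis: % activation relative to PEA EC100 response. Control set: DMSO and PEA EC100. Repeats: no replicates (n 1).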
CHO-K1 Ca antag: counter-screen for M1 antagonists: effect in parental CHO-K1 cells; 360,000 compounds, 0.6% hits; inhibition, % at 3 µM; ATP-induced calcium, Fluo-8 fluorescence;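 active = inhibition above a per-plate cutoff, the plate's mean sample inhibition plus 3 SD, cut at about 24% in these data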;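 note: 0% = DMSO plus EC80 ATP and 100% = DMSO alone without ATP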
CHRM1 agonist: human M1 muscarinic receptor agonism; P11229; CHO-K1 hM1, Fluo-8 calcium fluorescence, agonist mode; 0% DMSO, 100% acetylcholine EC100; activation, % at 3 µM; 360,000 compounds, 0.33% hits;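 active = activation above the run's mean compound activation plus 3 SD, cut at about 16% in these data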;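 note: peak over basal fluorescence ratio within a 140 s kinetic read after compound addition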
TAAR1 antagonist: antagonists of human TAAR1; 360,000 compounds, 1.5% hits; CHO RD-HGA16 TAAR1, Fluo-8 calcium fluorescence, antagonist; inhibition, % at 3 µM; Q96RJ0; AID 624466;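 active = inhibition above a per-plate cutoff, the mean inhibition of test compounds on that plate plus 3 SD, cut at about 49% in these data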;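 note: 0% = DMSO plus EC80 beta-PEA response and 100% = DMSO alone without agonist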
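Assay system: RD-HGA16 CHO cells with stable hTAAR1 and Gα16 / Reagent: EC80 β-phenethylamine stimulus / Doses: 3 µM, single point / Timing: dye loading 75 min at 37 °C, then 30 min room temperature / Measured by: Fluo-8 intracellular calcium dye fluorescence, real-time kinetic reads / Controls: vehicle wells and EC80 agonist wells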
CHO-K1 Ca PAM: M1 PAM counterscreen hit in parental CHO-K1 cells; activation, % at 3 µM; ATP EC20, Fluo-8 calcium fluorescence; 0% at ATP EC20, 100% at ATP max; 360,000 compounds, 0.02% hits;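 active = activation above the run cutoff, the mean activation of all test compounds plus 3 SD, cut at about 40% in these data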;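 note: peak over basal fluorescence ratio in a 140 s read after ATP addition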
M1 PAM: potentiates human M1 receptor response to acetylcholine. CHO-K1 hM1, Fluo-8 calcium fluorescence, ACh EC20; 0% = ACh EC20, 100% = maximal ACh. P11229. 360,000 compounds, 0.088% hits. AID 588819. activation, % at 3 µM; in the data active = activation above about 19%, passing the limit was not always enough
* marks the source's active call; other numbers are inactive results; / = no result given. An unsorted share of the library. About 4.4% of those tested had a hit in this group.

SMILES	M1 antag	M1 ag parental	CHO parental Ca	TAAR1 ag	CHO-K1 Ca antag	CHRM1 agonist	TAAR1 antagonist	CHO-K1 Ca PAM	M1 PAM
CC(C)(C)c1ccc(S(=O)(=O)N2CCN(C3CCCC3)CC2)cc1	1	2.8	-5	-1	-4	-4	-4	-10	-2
COc1cc2c(=O)n(Cc3ccccc3)c(=O)n(CC(=O)NCC3CCCO3)c2cc1OC (stereo unspecified)	-8	-0.3	-4	13	9	-5	6	6	8
CCC1Nc2ccccc2-c2nnc(SC)nc2O1 (stereo unspecified)	-6	0.4	-13	1	-3	-3	8	13	7
Cc1ccc(OCC(=O)N(C)CC(=O)N(CC(C)C)c2c(N)n(CC(C)C)c(=O)[nH]c2=O)c(C)c1	-4	0.5	-12	0	5	-1	11	2	3
Cc1oc(-c2cccc(C(F)(F)F)c2)nc1CN1CCC[C@H]1CO	-4	-0.1	-27	0	-1	-5	8	-5	3
Cc1ccc(S(=O)(=O)N2CC(O)CC2C(=O)NCc2ccc3c(c2)OCO3)cc1 (stereo unspecified)	-7	-0.3	-10	-1	-12	-3	-15	-2	7
CC(NS(=O)(=O)c1ccc2[nH]c(=O)c(=O)[nH]c2c1)C(=O)O (stereo unspecified)	-4	0.8	3	1	-14	-3	-23	9	8
CN1CCN(S(=O)(=O)c2ccc(C3CCCCC3)cc2)CC1	-12	0.9	/	2	-6	-4	-12	-5	13
CCOC(=O)c1c(C)[nH]c(C(=O)COC(=O)c2oc3ccccc3c2C)c1C	10	0.6	-13	2	-6	-4	-8	11	-5
O=C(CSCc1ccc(F)cc1)NCc1ccc(F)cc1	-6	1.0	-7	1	-17	-7	-3	14	8
CC(C)NC(=O)C1CCCN(S(=O)(=O)c2cccc3nonc23)C1 (stereo unspecified)	5	0.4	-5	1	-9	-4	3	7	2
CCC(=O)Nc1nc2c(c(=O)[nH]1)CCCC2	-9	0.4	-2	9	-1	-6	12	14	10
COc1ccc(OC)c(NC(=O)CSc2nnc(CNC(=O)COc3ccc(Cl)cc3)o2)c1	-25	1.6	-16	2	-10	-1	4	19	2
O=C(COc1ccc(Cl)cc1Cl)NC(=S)Nc1ccc(CN2CCOCC2)cc1	37*	4.7	-12	6	4	-6	28	-4	-20
CCOc1ccc(Nc2nc(N)nc(CSC(=S)N3CCOCC3)n2)cc1	12	5.5	-4	0	-14	-3	6	7	-7
O=c1[nH]c2ccc(S(=O)(=O)Nc3ccc(Cl)cc3)cc2o1	-9	2.1	/	5	-3	0	-11	2	12
Cc1ccnc(N2CCCC(C(=O)Nc3cc(F)ccc3C)C2)n1 (stereo unspecified)	-10	0.8	-2	20	-32	-4	10	19	10
COc1ccc(Cl)cc1-n1c(C)ccc1C	-12	0.7	-17	-1	-1	-4	16	20	12
Cn1c(=O)c2cc(NC(=O)c3ccccc3Cl)c(=O)oc2n(C)c1=O	-26	0.8	-10	14	-14	-1	5	3	4
CC(/C=N/NC(=O)c1nnn(-c2nonc2N)c1C(C)C)=C\c1ccco1	-8	0.7	-11	18	-6	5	-4	-5	14
COc1ccccc1C(=O)N(C)CC(=O)Nc1ccc(N2CCOCC2)cc1	2	1.2	-10	8	-2	0	17	7	1
C[C@@]12C(=O)N(Cc3ccc(-c4ccccc4)cc3)CC(=O)N1[C@H](/C=C/c1ccccc1)[C@@H]1C(=O)N(c3ccccc3)C(=O)[C@@H]12	-3	1.0	-22	10	-12	-1	54*	8	10
O=C(CSc1nnc(C2CC2)n1Cc1ccccc1)Nc1cccnc1Cl	-6	0.1	-4	0	-14	-6	-30	-2	6
Cc1nn(C(=O)c2cccs2)c(N)c1-c1ccccc1	-12	0.5	-10	1	-9	-6	-38	8	6
COc1ccccc1CN1C[C@@H]2C[C@@H](c3ccc4nsnc4c3)N3CCC[C@@]23C1=O	-4	0.7	-25	1	-13	-14	-9	23	-1
O=C(Nc1ccccc1)N(CCCN1CCOCC1)Cc1cccs1	-7	-0.1	-10	0	6	-8	-9	-6	8
COc1cccc(COCC(O)Cn2cnc3cc(C)c(C)cc32)c1 (stereo unspecified)	6	6.4	-17	1	-6	-1	-1	9	-1
COc1ccc(-c2noc(-c3ccoc3C)n2)cc1OC	-7	0.0	-12	5	-6	-4	4	5	4
S=C1NCCOCCNC(=S)NCCOCCOCCN1	-5	0.4	-3	6	-6	-7	-11	12	6
COC(=O)c1cccnc1NC(=S)NNC(=O)c1ccccc1	1	-0.1	-4	10	5	1	6	10	10
CCOc1ccc(NC(=O)[C@@H]2CCC(=O)N2C2OC(=O)c3ccccc32)cc1 (stereo partly specified)	-8	-0.1	2	0	6	-2	-4	-7	0
COc1ccc(-c2cccc(CCC(=O)N3CCN(c4cc(C)ccc4C)CC3)c2)cc1	10	1.5	-22	1	-11	-2	42	19	-6
COc1cc(C(=O)NCC(=O)N/N=C/c2cccc(OC(=O)c3ccco3)c2)cc(OC)c1OC	-8	0.3	-12	-1	3	-9	18	8	7
O=C(Nc1nnc(-c2ccco2)o1)C1CC1	-8	0.4	-18	2	-17	-2	-23	6	20
O=C(/C=C/c1ccccc1Cl)NC1CCCCC1	-6	-0.6	-10	5	13	-2	0	0	12
O=C(NC1(N2CCOCC2)CC1)c1ccc(Cl)cc1	8	0.3	-3	0	-3	-3	16	-17	-4
CC(C)(C)OC(=O)N(CCc1ccccc1)Cc1ccccc1OCc1cccc(NC(=O)C2CCC2)c1	2	0.8	/	0	-3	-1	-1	-5	-2
C/C(=N\NC(=O)CN1CCOCC1)C(C)(C)C	-21	-0.3	9	5	-12	0	-14	-6	8
CC(NC(=O)COC(=O)Cc1ccccc1[N+](=O)[O-])c1ccccc1 (stereo unspecified)	3	0.3	-14	2	0	-5	-5	19	-4
COc1ccccc1NC(=O)CSCC(N)=O	-33	0.8	-1	5	-11	4	-11	7	14
Cc1cc(C(=O)NN=C2C3CC4CC(C3)CC2C4)c2ccccc2n1	-7	0.1	-13	7	3	-8	16	-8	3
COc1cc(NC(=O)c2ccc(C(C)(C)C)cc2)c(OC)cc1NC(=O)CN1CCCCC1	-1	-0.3	-18	0	5	-3	8	-9	-8
CCC(C)Sc1nc2c(c(=O)[nH]c(=O)n2C)n1CC(O)COc1cccc2ccccc12 (stereo unspecified)	-30	0.3	-44	18	-2	-2	-14	0	0
CCOC(=O)CSc1nnc(NC(=O)c2cccc(S(=O)(=O)N3CCCC3)c2)s1	-12	0.3	-11	3	-13	-5	-13	19	5
Cc1cccc(NC(=O)CN2C(=O)S/C(=C\c3cccn3-c3cccc(C(=O)O)c3)C2=O)c1	-3	-0.4	-1	-2	-5	-3	-18	7	6
CCOc1ccc(OCC)c(NC(=O)CN(C)S(=O)(=O)c2ccc3nc(C)sc3c2)c1	4	2.0	-29	6	-14	-9	4	18	-7
Cc1cc(NC(=O)CSc2ccc3nnc(-c4ccccn4)n3n2)no1	-22	-0.1	-5	2	-1	-6	2	28	15
COc1ccc(N2C(=O)CCC(C(=O)NCc3ccccn3)C2c2ccc(OC)c(OC)c2)cc1 (stereo unspecified)	-7	0.3	-5	3	-7	-3	10	14	8
Cc1sc(-c2ccccn2)nc1OC(=O)c1ccc(Cl)cc1	-17	0.0	-8	7	4	-4	-4	7	17
Cc1ccc(-c2nnc(SCC(=O)NCCN3C(=O)CSC3=O)n2C)cc1	-5	-0.1	-15	1	-12	-3	2	20	4
COc1cc(CNc2ncnc3c2ncn3[C@H]2CN(Cc3ccc(-c4ccccc4)cc3)C[C@@H](CO)O2)cc(OC)c1OC	2	1.9	/	11	7	6	34	-6	11
COc1cc(C(=O)N2C[C@@H]3CCC[C@H]2C3)ccc1OC1CCN(C(C)=O)CC1	14	0.5	7	0	17	-1	-7	-23	4
Cc1ccc(OCCNC(=O)Cc2ccc(S(=O)(=O)N3CCOCC3)s2)cc1	-4	4.2	-7	2	-5	-1	15	15	5
CCc1nn(CCCC(=O)NC(C)c2ccccc2)c(=O)c2cc3occc3n12 (stereo unspecified)	2	0.7	-21	0	1	-3	-30	-11	2
CC1Cc2ccccc2N1C(=S)NC1CCCC1 (stereo unspecified)	-1	0.4	-11	-3	-8	-6	-20	13	1
Cc1ccc(O)c(C=Nc2cc(C)ccc2O)c1	-5	0.3	-6	/	-3	-4	/	11	2
CCc1cccc2c(C(=O)C(F)(F)F)cn(CC(=O)NCC3CCCO3)c12 (stereo unspecified)	-4	0.2	-9	4	-5	-6	7	13	4
CN(CC(=O)NCCN1CCOCC1)S(=O)(=O)c1ccc(Cl)cc1	-26	-0.1	-9	3	-5	-1	-24	-18	11
O=C(CSc1ncn[nH]1)Nc1ccc(Br)cc1F	17	0.0	5	6	-2	-2	-1	1	-2
Cc1cccc(N2CCN(C(=O)CCCn3c(=O)[nH]c4ccsc4c3=O)CC2C)c1 (stereo unspecified)	18	7.7	-11	11	3	8	47	-24	0

Remaining list, next part
SMILES	M1 antag	M1 ag parental	CHO parental Ca	TAAR1 ag	CHO-K1 Ca antag	CHRM1 agonist	TAAR1 antagonist	CHO-K1 Ca PAM	M1 PAM
O=C(CN1C(=O)COc2ccccc21)N1CCc2ccccc21	-10	0.7	-12	0	-17	-3	-11	11	6
CSc1cc(-c2ccncc2)nc(-c2ccc(Cl)cc2)c1	-14	0.5	-45	-1	-17	-6	9	2	2
O=C(Cc1ccccc1)N1CCc2[nH]nc(-c3ccccc3)c2C1	0	1.9	-17	2	-15	-5	-1	15	5
CCOC(=O)Nc1sc2nc(C)cc(C)c2c1-n1cccc1	1	2.5	-16	15	-16	-2	20	12	-1
Cc1ccc(NC(=S)N(CCCN2CCCC2)Cc2cccn2Cc2ccc(Cl)cc2)cc1	-45	0.7	-14	14	-1	-7	6	-4	5
CCC(C)NS(=O)(=O)c1ccc(OCC(=O)NCc2ccccn2)cc1 (stereo unspecified)	-6	0.8	-16	10	-8	-7	-3	22	11
Cc1cc(C(=O)OCC(=O)N2C(C)CCCC2C)c(C)o1 (stereo unspecified)	-30	0.3	-11	6	0	-3	-8	11	1

Exported as a markdown table: entries from further up
| Compound | M1 antag | M1 ag parental | CHO parental Ca | TAAR1 ag | CHO-K1 Ca antag | CHRM1 agonist | TAAR1 antagonist | CHO-K1 Ca PAM | M1 PAM |
| --- | --- | --- | --- | --- | --- | --- | --- | --- | --- |
| CCOc1ccc(NC(=O)[C@@H]2CCC(=O)N2C2OC(=O)c3ccccc32)cc1 (stereo partly specified) | -8 | -0.1 | 2 | 0 | 6 | -2 | -4 | -7 | 0 |
| COc1ccc(-c2cccc(CCC(=O)N3CCN(c4cc(C)ccc4C)CC3)c2)cc1 | 10 | 1.5 | -22 | 1 | -11 | -2 | 42 | 19 | -6 |
| COc1cc(C(=O)NCC(=O)N/N=C/c2cccc(OC(=O)c3ccco3)c2)cc(OC)c1OC | -8 | 0.3 | -12 | -1 | 3 | -9 | 18 | 8 | 7 |
| O=C(Nc1nnc(-c2ccco2)o1)C1CC1 | -8 | 0.4 | -18 | 2 | -17 | -2 | -23 | 6 | 20 |
